PI4K2A inh = inhibitors of human PI4K2A. Q9BTU6. purified PI4K2A, ADP-Glo luminescence, 1 h; active compounds read low. activity change, negative = inhibition, % at 76.9 µM. 420,000 tested, 0.13% active. AID 1346378; in the data active = activity change below about -50%; inconclusive = mostly about -30% to -49%;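 also: -100% = wells without enzyme as full effect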
Target sequence (Q9BTU6 whole entry, looked up): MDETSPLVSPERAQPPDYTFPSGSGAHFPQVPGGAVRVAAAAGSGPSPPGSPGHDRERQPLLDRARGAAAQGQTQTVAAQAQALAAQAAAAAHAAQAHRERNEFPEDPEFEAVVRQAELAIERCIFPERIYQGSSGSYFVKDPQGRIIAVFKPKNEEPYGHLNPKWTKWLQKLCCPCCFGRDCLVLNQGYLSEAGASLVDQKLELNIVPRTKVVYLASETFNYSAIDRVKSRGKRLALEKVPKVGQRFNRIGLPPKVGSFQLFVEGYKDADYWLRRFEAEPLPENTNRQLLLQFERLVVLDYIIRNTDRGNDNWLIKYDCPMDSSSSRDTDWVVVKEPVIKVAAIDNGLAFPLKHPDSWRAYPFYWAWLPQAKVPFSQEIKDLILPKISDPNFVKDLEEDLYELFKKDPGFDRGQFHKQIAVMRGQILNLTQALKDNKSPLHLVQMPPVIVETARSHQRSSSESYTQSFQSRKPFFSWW
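In this quantitative HTS, ADP production by PI4K2A was quantified luminescently after 1 h at ambient temperature; 100 microM adenosine served as plate-quality control.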
D2 ag = agonists of human D2 dopamine receptor | HEK293 T-REx D2 cells, calcium flux agonist mode | activation, % at 2 µM | 340,000 tested, 0.53% active;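 active = activation over 3 SD above normal in the single-dose calcium agonist read, cut at about 30% in these data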; also: 0% is about no effect
Target sequence (P14416 whole entry, looked up): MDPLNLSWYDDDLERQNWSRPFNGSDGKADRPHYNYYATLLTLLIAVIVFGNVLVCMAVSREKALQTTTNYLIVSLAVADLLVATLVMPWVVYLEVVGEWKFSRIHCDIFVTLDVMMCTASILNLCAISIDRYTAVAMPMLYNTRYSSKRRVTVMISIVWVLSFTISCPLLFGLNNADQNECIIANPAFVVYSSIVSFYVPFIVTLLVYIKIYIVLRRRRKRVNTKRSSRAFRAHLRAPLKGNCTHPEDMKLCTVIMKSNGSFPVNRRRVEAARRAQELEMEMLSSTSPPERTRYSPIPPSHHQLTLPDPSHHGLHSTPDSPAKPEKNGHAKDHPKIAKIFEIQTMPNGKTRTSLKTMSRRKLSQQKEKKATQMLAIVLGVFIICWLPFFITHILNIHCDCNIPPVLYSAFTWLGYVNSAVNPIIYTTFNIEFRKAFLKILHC
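Calcium-flux readout, 1 cycle/sec over 180 s following compound pin transfer, in inducible HEK293 Trex D2 cells (force-coupled); dopamine controls included. Positive calcium responses during this window marked compounds as potential agonists.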
TRHR ag = activates the human TRH receptor; activation, % at 2 µM; 360,000 tested, 0.18% active; P34981; AID 493084; TRHR cells, calcium flux fluo-8, FDSS agonist mode; in the data active = activation above about 30%; also: 0% is about no effect
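Steps: seed TRHR cells overnight; add fluo-8 no-wash Ca dye, RT 30 min–1.5 h; record 10 s baseline; pin-transfer compounds; monitor fluorescence 1 cycle/s for the agonist window. Calcium increases flag candidate agonists.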
USP1 inh = blocks the human USP1/UAF1 deubiquitinase complex; O94782; recombinant USP1/UAF1, Ub-Rhodamine cleavage fluorescence; Potency, µM (series often up to 57.1 µM), inactives show top-dose activity change, negative = inhibition, actives largely listed as inhibitors; 390,000 tested, 0.23% active; AID 743255; also: potency is read from the fitted curve at half-maximal effect; % is scaled to controls: 0 for no effect and ±100 for the full control effect; nearly all actives have a fitted effect of over 60% in size; inactives centre near -12
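In this screen, compounds sit with the deubiquitinase complex (1nM) for 15 min at room temperature before Ub-Rho is added at 150nM final. Fluorescence rise is then followed for 6 reads every 60 seconds.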
TRHR PAM = allosterically enhances the human TRH receptor; TRHR cells, fluo-8 calcium fluorescence, EC20 TRH enhancement; enhancement, % at 2 µM; 360,000 tested, 0.66% active; in the data active = enhancement above about 30%; also: 0% is about no effect
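TRHR-expressing cells loaded with fluo-8 calcium dye were read kinetically (ex 480/em 530) during compound addition, then stimulated with an EC20 of TRH (10 nM final). Enhancement of the Gq-mediated intracellular calcium response was scored.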
D2 antagonist = antagonizes the human D2 dopamine receptor | inhibition, % at 10 µM | 340,000 tested, 2% active | P14416 | HEK293 TREx D2 cells, calcium flux, dopamine EC80; in the data active = inhibition above about 30%; also: 0% is about no effect
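Calcium flux kinetic readout in an inducible HEK293 TREx D2 line plated overnight at 30 C. After 180 s compound exposure, an EC80 dopamine challenge follows with another 180 s kinetic read to detect antagonism.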
mIDH1 inhibitor = human IDH1 R132H inhibition; IDH1-R132H enzyme, NADPH consumption, diaphorase/resazurin fluorescence; 390,000 tested, 0.093% active; Potency, µM (titrated, usually from 76.6 µM), inactives show at the highest dose activity change, negative = inhibition, most hits filed as inhibitors; also: potency is read from the fitted curve at half-maximal effect; % is scaled to controls: 0 for no effect and ±100 for the full control effect; nearly all actives have a fitted effect of over 65% in size
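IDH1-R132H (0.5 ug/mL) preincubated 30 min with compound, then NADPH (0.016 mM) and alpha-KG (2 mM) added; 80 min at RT, pH 7.5. Remaining NADPH coupled via diaphorase/resazurin to fluorescence (540/590 nm); concentration-response curves normalized to no-enzyme control.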
TrxR1 substrate = substrates of rat thioredoxin reductase 1; purified TrxR1 substrate turnover, NADPH consumption readout; Potency, µM (series often up to 114 µM), inactives show top-dose activity change, negative = substrate turnover; 390,000 tested, 0.01% active; also: potency is read from the fitted curve at half-maximal effect; % is scaled to controls: 0 for no effect and ±100 for the full control effect; nearly all actives have a fitted effect of over 50% in size
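Rat TrxR1, dispensed at 90 nM, was prereduced with 400 uM NADPH (final) for 5 min at ~22 deg C, then incubated with compound 15 min before 400 uM selenite. A first-read NADPH fluorescence drop versus no-compound background flagged substrates.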
TrxR1 inh = blocks rat thioredoxin reductase 1; Potency, µM (doses to about 114 µM), without a hit: top-dose activity change, negative = inhibition, actives largely listed as inhibitors; O89049; 390,000 tested, 1% active; recombinant rTrxR1, NADPH fluorescence consumption, selenite substrate; also: potency is read from the fitted curve at half-maximal effect; % is scaled to controls: 0 for no effect and ±100 for the full control effect; nearly all actives have a fitted effect of over 65% in size
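Rat TrxR1 (90 nM in the dispensed reagent) was pre-reduced with 400 uM NADPH for 5 min at room temperature, then incubated with compound for 15 min. After 400 uM selenite was added, NADPH fluorescence (Ex 340/Em 450 nm) was followed for 8 min.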
An asterisk follows results filed as active; u = inconclusive; x = no result given; [ ] = another dose, or the depositor's remark. Unless noted, calls follow the shape of the dose curve; as a rule, active = well fitted inhibition curve with a large enough effect; inconclusive = small, poorly fitted or top-dose-only effect; inactive = no such curve, though single readings can be large or run the other way.

SMILES | PI4K2A inh | D2 ag | TRHR ag | USP1 inh | TRHR PAM | D2 antagonist | mIDH1 inhibitor | TrxR1 substrate | TrxR1 inh
COC(=O)c1ccc(N2NC(=O)/C(=C/c3cc(OC)c(OC)c(OC)c3)C2=O)cc1 | -2 | 0.0 | 0.1 | -18% | 2 | 10 | 0% | -11% | u
COc1cn(CC(=O)Nc2cc(C)cc(C)c2)c(CN2CCCCC2)cc1=O | 3 | x | 0.0 | u | -2 | x | -17% | -4%[57.1 µM] | 5%[57.1 µM]
Cc1cc(Nc2ccc(Cl)cc2)n2nnnc2n1 | -2 | -0.7 | -0.5 | -7% | -1 | 18 | 0% | -8% | -10%
COCOc1cc(O)c(C(=O)/C=C/c2ccccc2)c(OCOC)c1 | 10 | x | x | -34% | x | x | 2% | -9% | u
Cc1ccc(C2(C)NC(=O)N(CC(=O)Nc3nc(-c4ccccn4)cs3)C2=O)cc1 (stereo not given) | -21 | 1.8 | 2.1 | -4% | 4 | -7 | 0% | -7% | 2%
CC(CSc1n[nH]c(=S)s1)c1ccccc1 (stereo not given) | -4 | x | x | -1% | x | x | 1% | -4% | -20%
O=C(NCc1ccccc1)Nc1cc(Cl)ccc1Cl | 2 | -0.6 | 0.0 | 2% | 2 | -18 | 1% | 0% | 21%
Cc1oc(-c2cccs2)nc1CN1CCC(c2ccccc2)CC1 | 5 | 0.9 | -0.1 | -18% | -7 | 83* | -4% | 4% | -8%
Cc1ccc(NC(=O)c2c3c(nc4ccccc24)CCC3)cc1 | -3 | 3.8 | -1.3 | -6% | -4 | -3 | 0% | 3%[57.1 µM] | 10%[57.1 µM]
CCc1c(C)nc(SCc2ccccn2)[nH]c1=O | -2 | -0.8 | -0.1 | -2% | -2 | -10 | 8% | 2% | 6%
Cc1cc(=O)[nH]c(/N=C(\N)Nc2ccc(SC(F)F)cc2)n1 | 5 | 1.1 | 0.3 | -28% | 0 | 4 | 21% | 1% | 10%
N#CC(C#N)=Cc1c(N2CCN(c3ccccc3)CC2)nc2ccccn2c1=O | 2 | 1.8 | 0.9 | -35% | -5 | 7 | -10% | -2% | -3%
C[C@H](CO)N1C[C@H](C)[C@@H](CN(C)C(=O)Nc2ccc(C(F)(F)F)cc2)Oc2c(NC(=O)CCC(F)(F)F)cccc2C1=O | -2 | x | x | -15% | x | x | 10% | -7%[57.1 µM] | 2%[57.1 µM]
CCOc1ccc2nc(CN3CCN(Cc4ccccc4OCC)C(CCO)C3)ccc2c1 (stereo not given) | 1 | 1.3 | -0.1 | -11% | -8 | -5 | 5% | 3% | -4%[57.1 µM]
Cc1ccc(N(CC(=O)Nc2ccc(F)cc2)S(=O)(=O)N2CCCC2)cc1 | 0 | 0.0 | -0.5 | -18% | 2 | 8 | 3% | 1% | 12%
O=C(Nc1ccnn1C1CCN(C(=O)Cc2ccccc2F)CC1)C1CC1 | 6 | 0.1 | 1.2 | -5% | -5 | 0 | -3% | 6% | 15%
O=C(CNS(=O)(=O)c1cccc2nsnc12)NCCc1ccccc1 | 7 | 0.6 | -0.4 | -18% | -5 | 14 | 0% | 2% | 11%
Cc1ccc(C2=CC(=O)C[C@H](c3ccc(Cl)cc3)C2)cc1 | -6 | 1.0 | 0.9 | -3% | 1 | -2 | 1% | -4% | 15%
CCn1c(C)nc2cc(N)ccc21 | -4 | 0.7 | 0.2 | -8% | 6 | -5 | 0% | 10% | 15%
O=C(Cn1c(=O)sc2ccccc21)Nc1ccc2c(c1)OCCO2 | 2 | -0.6 | -0.1 | 4% | 2 | -10 | 20% | -9% | -9%
COc1ccc(OC)c(/C=C2\NC(=O)NC2=O)c1 | -4 | -0.4 | -0.8 | -13% | -2 | -13 | 12% | 3% | 10%
Cc1ccc(N/N=C/c2cccnc2)cc1 | 2 | -1.9 | 0.2 | -8% | 7 | -42 | 5% | -8% | u
O=C(COC(=O)c1cc(-c2ccco2)nc2ccccc12)NCc1ccccc1 | 1 | -0.2 | -0.1 | -20% | 7 | 9 | 3% | 29% | 45µM*
O=C(N/N=C/c1cccc(O)c1)c1cc2c(ccc3ccccc32)o1 | 6 | -0.4 | -0.1 | -24% | 7 | 14 | 2% | 3% | 25%
CC(=O)C[C@H]1c2cc(C(F)(F)F)ccc2S(=O)(=O)N1c1ccc(N(C)C)cc1 | 1 | x | x | -25% | x | x | -1% | 9%[57.1 µM] | 12%[57.1 µM]
CC(=O)c1ccc(NC(=O)Cn2nc(C)c([N+](=O)[O-])c2C)cc1 | 2 | 0.0 | -0.3 | 0% | -1 | 8 | 4% | 4%[57.1 µM] | -3%[57.1 µM]
COc1ccc(C(=O)CC(=O)C(=O)Nc2cccc(F)c2)cc1 | 4 | 1.2 | 0.1 | -10% | 1 | 20 | 1% | -1%[11.4 µM] | -8%[11.4 µM]
Cc1cc(NC(=O)COc2coc(CN3CCN(c4ccccc4F)CC3)cc2=O)no1 | 0 | 62* | -0.1 | -5% | -4 | 15 | -11% | 3% | 6%
COCCCNC(=O)c1ccc2c(=O)n(C3CCCC3)c(=S)[nH]c2c1 | 2 | 0.4 | 0.0 | -7% | 6 | 25 | -1% | -2% | 6%
Cc1nc(NC(=O)COC(=O)C(C)NC(=O)c2ccccc2)c(Cl)cc1Cl (stereo not given) | 2 | -0.3 | -0.5 | -13% | -19 | -36 | 0% | 0% | 18%

Part of the list above, in markdown.
| canonical_smiles | PI4K2A inh | D2 ag | TRHR ag | USP1 inh | TRHR PAM | D2 antagonist | mIDH1 inhibitor | TrxR1 substrate | TrxR1 inh |
| --- | --- | --- | --- | --- | --- | --- | --- | --- | --- |
| Cc1cc(Nc2ccc(Cl)cc2)n2nnnc2n1 | -2 | -0.7 | -0.5 | -7% | -1 | 18 | 0% | -8% | -10% |
| COCOc1cc(O)c(C(=O)/C=C/c2ccccc2)c(OCOC)c1 | 10 | x | x | -34% | x | x | 2% | -9% | u |
| Cc1ccc(C2(C)NC(=O)N(CC(=O)Nc3nc(-c4ccccn4)cs3)C2=O)cc1 (stereo not given) | -21 | 1.8 | 2.1 | -4% | 4 | -7 | 0% | -7% | 2% |
| CC(CSc1n[nH]c(=S)s1)c1ccccc1 (stereo not given) | -4 | x | x | -1% | x | x | 1% | -4% | -20% |
| O=C(NCc1ccccc1)Nc1cc(Cl)ccc1Cl | 2 | -0.6 | 0.0 | 2% | 2 | -18 | 1% | 0% | 21% |
| Cc1oc(-c2cccs2)nc1CN1CCC(c2ccccc2)CC1 | 5 | 0.9 | -0.1 | -18% | -7 | 83* | -4% | 4% | -8% |

Remaining list, next part
SMILES | PI4K2A inh | D2 ag | TRHR ag | USP1 inh | TRHR PAM | D2 antagonist | mIDH1 inhibitor | TrxR1 substrate | TrxR1 inh
COc1ccc(CCN2C(=O)C3CC=C(C)CC3C2=O)cc1OC (stereo not given) | -13 | -0.5 | 0.2 | -22% | 12 | -4 | 8% | 6% | 20%
CCC(/C=N/NC(=O)C(N)=O)CC | 0 | 1.0 | 0.2 | -18% | -1 | 18 | 2% | 2% | 14%
COc1cc2c(cc1OC)CN(C(=O)c1cc3ccccc3oc1=O)CC2 | 6 | -0.1 | -0.4 | -17% | 5 | -9 | 2% | -24%[11.4 µM] | 7%[11.4 µM]
CCCNC(=O)NC(=O)CSc1nnc(C)n1N | -9 | -0.5 | 0.4 | -22% | 1 | 8 | 10% | 9%[57.1 µM] | 9%[57.1 µM]
COc1ccc(OC)c(S(=O)(=O)NCCCN2CCCC2=O)c1 | 8 | 0.0 | -0.4 | -26% | -8 | 1 | 24% | 2% | 21%
Cc1ccc(NC(=O)CN2C(=O)COc3ccc(S(=O)(=O)N4CCCCCC4)cc32)cc1C | 1 | -1.2 | 0.5 | -12% | -3 | x | -32% | -7% | 11%
O=C(NC1CCCCC1)C(c1ccncc1)N(C(=O)c1csnn1)c1ccccc1F (stereo not given) | 2 | -0.1 | -1.0 | u | 0 | -2 | -7% | 5% | 16%
S=C(NCCCn1ccnc1)Nc1cccc(Cl)c1 | 3 | 0.1 | 0.2 | -16% | 4 | -6 | 13% | 4% | -34%
Cn1c(=O)c2c(SCC(=O)N3CCCCC3)nc(-c3ccccc3F)nc2n(C)c1=O | 5 | -0.5 | -0.7 | -4% | -1 | 4 | 4% | 3% | 16%
Nc1ccc(C(=O)O)cc1[N+](=O)[O-] | -2 | 0.0 | 0.8 | -15% | 4 | -18 | -6% | -8% | 7%
CC(O)CNCCOc1ccccc1-c1ccccc1 (stereo not given) | 3 | 58* | -0.4 | 1% | -4 | 58* | 3% | 8%[57.1 µM] | 2%[57.1 µM]
COc1cccc(C2Nc3ccccc3NC3=C2C(=O)CC(C)(C)C3)c1OC (stereo not given) | 3 | 0.2 | 0.7 | -29% | 35* | 2 | 0% | -8% | 4%[57.1 µM]
CNC(=O)NC(=O)COC(=O)c1n[nH]c2ccccc12 | 2 | -0.1 | 0.0 | -7% | 4 | -7 | 4% | 15% | 16%
Cc1ccc(OCC(=O)Nc2ccc(N3CCOCC3)cc2)cc1 | -3 | -1.1 | 0.1 | -10% | 0 | -3 | 6% | 14% | 15%
O=C(NCCN1CCCCC1)/C(=C/c1ccco1)NC(=O)c1ccccc1 | -5 | -0.4 | -1.0 | -18% | 30 | -20 | 0% | 2% | 15%
Cc1ccc(NC(=O)COCC(=O)Nc2ccc(F)cc2)cc1 | -19 | 1.0 | 0.7 | -13% | -1 | -4 | 6% | 6% | 12%
Cc1cc(Cl)ccc1NC(=O)CCN1C(=O)NC(C)(C)C1=O | 0 | 1.0 | 0.5 | -16% | 3 | -32 | -1% | 6% | 19%
CC1CC(C)CN(C(=O)COC(=O)c2ccc3ccccc3n2)C1 (stereo not given) | -2 | 0.1 | 0.2 | -1% | 6 | -3 | 7% | -13% | 8%
CN1C(=O)NC(c2ccccc2[N+](=O)[O-])C2=C1CCCC2=O (stereo not given) | 7 | 2.9 | 2.3 | u | 3 | -7 | 5% | -4% | 2%
